High-throughput results from PubChem.
BioA inh – M. tuberculosis BioA enzyme inhibitors, primary screen, biochemical, plate reader, single point, HTS. 7,8-diaminopelargonic acid synthase BioA (Mycobacterium tuberculosis). purified M. tuberculosis BioA enzyme. inhibition, % at 9.99 µM. 0.096% of 360,000 active. AID 602481, 2012; in the data active means inhibition above about 40%
* hit, by the source's call. These rows are one share of the data; the hit share may differ from the screen's.

entry	SMILES	BioA inh
1	Cc1noc(C)c1S(=O)(=O)N(C)C[C@H]1OCCCC[C@H](C)Oc2ccc(NC(=O)CCC(F)(F)F)cc2C(=O)N([C@@H](C)CO)C[C@@H]1C	3.3
2	C[C@@H]1CN([C@@H](C)CO)S(=O)(=O)c2ccc(C#CC(C)(C)O)cc2O[C@@H]1CN(C)C	-2.1
3	C[C@@H]1CCCCO[C@@H](CN(C)C(=O)CCCN(C)C)[C@H](C)CN([C@H](C)CO)C(=O)c2cc(NC(=O)c3ccccc3)ccc2O1	-1.7
4	CCCNC(=O)C[C@H]1C[C@H]2c3cc(NC(=O)c4ccc5c(c4)OCO5)ccc3O[C@H]2[C@H](CO)O1	0.0
5	C[C@H]1CN([C@@H](C)CO)C(=O)c2cccc(NS(=O)(=O)c3ccccc3)c2O[C@@H]1CN(C)Cc1ccc(-c2ccccc2)cc1	-1.8
6	C[C@H](CO)N1C[C@H](C)[C@H](CN(C)Cc2ccccc2)Oc2c(NC(=O)Nc3ccc4c(c3)OCO4)cccc2C1=O	-1.8
7	C[C@H](CO)N1C[C@H](C)[C@H](CN(C)CC2CCOCC2)Oc2ncc(C#Cc3ccccc3)cc2C1=O	-0.4
8	CC(C)NC(=O)N(C)C[C@@H]1Oc2cc(C#CCN(C)C)ccc2S(=O)(=O)N([C@@H](C)CO)C[C@@H]1C	-3.1
9	O=C(C[C@H]1CC[C@@H]2[C@H](COC[C@H](O)CN2C(=O)Nc2ccc(Cl)c(Cl)c2)O1)NC1CCC1	-0.7
10	CCC(=O)N[C@@H]1C=C[C@@H](CC(=O)NCc2ccc(OC)cc2)O[C@H]1CO	1.3
11	CCCN(C)C[C@@H]1Oc2cc(-c3cccc(OC)c3)ccc2S(=O)(=O)N([C@H](C)CO)C[C@@H]1C	-0.4
12	C[C@@H]1CN([C@@H](C)CO)C(=O)c2cccc(NC(=O)Nc3ccc4c(c3)OCO4)c2O[C@H]1CN(C)Cc1ccc2c(c1)OCO2	0.3
13	CC(C)NC(=O)Nc1cccc2c1O[C@H](CN(C)Cc1ccc(C(F)(F)F)cc1)[C@H](C)CN([C@@H](C)CO)C2=O	-3.9
14	C[C@@H]1CN([C@@H](C)CO)C(=O)c2cc(NS(C)(=O)=O)ccc2O[C@@H](C)CCCCO[C@@H]1CN(C)C(=O)Cc1ccccc1	0.8
15	C[C@H](CO)N1C[C@H](C)[C@H](CN(C)C(=O)Nc2ccc(F)cc2)Oc2ccc(NC(=O)Cc3ccccc3)cc2CC1=O	-5.2
16	CCNC(=O)c1cc2c(c(-c3cccc(-c4cccc(F)c4)c3)n1)[C@@H](CCO)N([S@](=O)C(C)(C)C)C2	1.6
17	C[C@H]1CN([C@@H](C)CO)C(=O)c2cccc(NC(=O)C3CC3)c2O[C@@H]1CN(C)CC1CCCCC1	5.8
18	Cc1cc(C(=O)Nc2cccc3c2O[C@@H](CN(C)S(=O)(=O)c2c(C)noc2C)[C@@H](C)CN([C@H](C)CO)C3=O)n(C)n1	-1.2
19	COc1ccccc1C#Cc1ccc([C@@H]2[C@H](CO)N3CCCCN(C(=O)C4CCC4)C[C@@H]23)cc1	4.9
20	CS(=O)(=O)N1[C@H](CO)[C@@H](c2ccccc2)[C@@H]1C#N	0.2
21	Cc1noc(C)c1S(=O)(=O)Nc1ccc2c(c1)C(=O)N([C@@H](C)CO)C[C@@H](C)[C@@H](CN(C)S(=O)(=O)c1ccc(Cl)cc1)O2	-3.1
22	C[C@@H]1CN([C@@H](C)CO)C(=O)c2cccc(NS(=O)(=O)c3ccccc3)c2O[C@H]1CN(C)Cc1ccc(Cl)c(Cl)c1	4.0
23	CC(=O)N(C)C[C@@H]1Oc2ncc(-c3cccc(C#N)c3)cc2C(=O)N([C@@H](C)CO)C[C@@H]1C	0.0
24	C/C=C/c1ccc([C@@H]2[C@@H](CN(CC)C(C)=O)N(S(C)(=O)=O)[C@H]2CO)cc1	-4.4
25	Cn1cnc(S(=O)(=O)N2C[C@H](O)COC[C@H]3O[C@@H](CC(=O)NC4Cc5ccccc5C4)CC[C@@H]32)c1	1.8
26	O=C(NCC[C@@H]1CC[C@@H](NC(=O)C2CCOCC2)[C@@H](CO)O1)Nc1ccc(Cl)cc1	-1.5
27	CC(=O)N(C)C[C@H]1Oc2cc(-c3cccnc3)ccc2S(=O)(=O)N([C@H](C)CO)C[C@@H]1C	0.1
28	COCC#Cc1ccc2c(c1)O[C@@H](CN(C)C(=O)Nc1ccccc1F)[C@@H](C)CN([C@@H](C)CO)S2(=O)=O	-1.2
29	CNC[C@H]1OCc2ccccc2-c2ccccc2C(=O)N([C@@H](C)CO)C[C@@H]1C	-3.7
30	COCC(=O)Nc1ccc2c(c1)[C@H]1C[C@H](CC(=O)NCc3ccccc3)O[C@@H](CO)[C@H]1O2	-1.0

Part of the list above in another layout.
#28 COCC#Cc1ccc2c(c1)O[C@@H](CN(C)C(=O)Nc1ccccc1F)[C@@H](C)CN([C@@H](C)CO)S2(=O)=O
- BioA inh = -1.2
#29 CNC[C@H]1OCc2ccccc2-c2ccccc2C(=O)N([C@@H](C)CO)C[C@@H]1C
- BioA inh = -3.7
#30 COCC(=O)Nc1ccc2c(c1)[C@H]1C[C@H](CC(=O)NCc3ccccc3)O[C@@H](CO)[C@H]1O2
- BioA inh = -1.0

Some values from the entries so far:
no. 28 | BioA inh: -1.2
no. 14 | BioA inh: 0.8
no. 8 | BioA inh: -3.1
no. 12 | BioA inh: 0.3

Next compounds follow:
entry	SMILES	BioA inh
31	C[C@H]1CN([C@@H](C)CO)C(=O)Cc2cc(NC(=O)Cc3ccccc3)ccc2O[C@@H]1CN(C)C(=O)NC1CCCCC1	1.5
32	C[C@@H]1CN([C@@H](C)CO)C(=O)Cc2cc(NC(=O)Cc3ccccc3)ccc2O[C@H]1CN(C)C(=O)Nc1ccc(F)cc1	-4.4
33	CN1CCN(C(=O)C[C@H]2CC[C@H]3[C@H](COc4ccc(NC(=O)c5ccc(F)c(F)c5)cc4C(=O)N3C)O2)CC1	-0.3
34	C[C@H](O)C#Cc1ccc2c(c1)O[C@@H](CN(C)C(=O)CN(C)C)[C@@H](C)CN([C@H](C)CO)S2(=O)=O	3.1
35	CCCNC(=O)N1[C@H](CO)[C@H](c2ccc(C3=CCCC3)cc2)[C@H]1CNC(C)=O	-1.8
36	CC(=O)N(C)C[C@H]1Oc2cc(-c3cccnc3)ccc2S(=O)(=O)N([C@@H](C)CO)C[C@@H]1C	-2.2
37	CO[C@H]1CC[C@@H]2CCN(C)C(=O)[C@@H](C)N(C)C(=O)c3cc(C#N)ccc3OC[C@@H]1O2	-0.5
38	Cc1ccc(S(=O)(=O)N(C)C[C@H]2OCCCC[C@H](C)Oc3ccc(NS(=O)(=O)c4ccc(Cl)cc4)cc3C(=O)N([C@H](C)CO)C[C@H]2C)cc1	0.1
39	CCS(=O)(=O)Nc1ccc2c(c1)C(=O)N(C)[C@@H]1CC[C@@H](CC(=O)NC3CCCCC3)O[C@H]1CO2	0.0
40	CC(C)NC(=O)Nc1ccc2c(c1)CC(=O)N([C@H](C)CO)C[C@@H](C)[C@H](CN(C)S(C)(=O)=O)O2	-2.2
41	CO[C@H]1CN(C)C(=O)c2cc(NC(C)=O)ccc2OC[C@@H](C)N(Cc2cccnc2)C[C@H]1C	-0.4
42	CC=Cc1ccc2n(c1=O)C[C@H]1[C@H](CO)[C@@H](C(=O)Nc3ccc(-c4ccccc4)cc3)N(C(C)=O)[C@@H]21 (mixture of isomers)	1.0
43	O=C(CN1CCOCC1)N[C@H]1CC[C@H](CCNC(=O)C2CCC2)O[C@@H]1CO	-0.6
44	CCCNC(=O)N(C)C[C@@H]1Oc2ncc(C#Cc3ccncc3)cc2C(=O)N([C@@H](C)CO)C[C@H]1C	-1.7
45	CCCNC(=O)Nc1ccc2c(c1)C(=O)N(C)C[C@H](OC)[C@@H](C)CN(C(=O)C1CCOCC1)[C@@H](C)CO2	6.3
46	C[C@@H]1CN([C@@H](C)CO)C(=O)c2cc(NC(=O)Nc3ccc(F)cc3)ccc2O[C@@H](C)CCCCO[C@@H]1CN(C)Cc1ccncc1	-2.3
47	Cc1noc(C)c1NC(=O)Nc1ccc2c(c1)C(=O)N([C@@H](C)CO)C[C@H](C)[C@@H](CN(C)S(=O)(=O)c1c(C)noc1C)OCCCC[C@@H](C)O2	-0.2
48	C[C@@H]1CCCCO[C@@H](CN(C)S(=O)(=O)c2cccs2)[C@@H](C)CN([C@@H](C)CO)C(=O)c2cc(NC(=O)Nc3ccc(F)cc3)ccc2O1	-2.7
49	C/C=C/c1cnc2c(c1)C(=O)N([C@H](C)CO)C[C@H](C)[C@@H](CN(C)S(=O)(=O)c1ccc(C)cc1)O2	-2.6
50	Cc1noc(C)c1S(=O)(=O)Nc1ccc2c(c1)C(=O)N([C@H](C)CO)C[C@H](C)[C@@H](CN(C)C(=O)C1CCCCC1)OCCCC[C@H](C)O2	-0.8
51	CS(=O)(=O)Nc1ccc2c(c1)[C@@H]1C[C@H](CC(=O)NCc3ccccc3)O[C@H](CO)[C@@H]1O2	3.2
52	CC(C)C(=O)Nc1ccc2c(c1)C(=O)N(C)[C@@H]1CC[C@H](CC(=O)NCc3ccccc3F)O[C@H]1CO2	-0.3
53	COc1cccc(NC(=O)N2C[C@@H](O)COC[C@H]3O[C@H](CC(=O)NC4Cc5ccccc5C4)CC[C@@H]32)c1	1.1
54	O=C(C[C@H]1CC[C@H]2[C@@H](COC[C@@H](O)CN2S(=O)(=O)c2cccc(Cl)c2)O1)NC1Cc2ccccc2C1	0.6
55	CO[C@H](CN(C)C(=O)c1cnccn1)[C@H](C)CN([C@H](C)CO)S(=O)(=O)c1ccc(C)cc1	-0.9
56	CCCNC(=O)N(C)C[C@H]1Oc2ncc(C#CCc3ccccc3)cc2C(=O)N([C@@H](C)CO)C[C@@H]1C	0.3
57	O=C(C[C@@H]1CC[C@@H]2[C@H](COC[C@H](O)CN2C(=O)Nc2ccc(Cl)c(Cl)c2)O1)NC1CCC1	0.6
58	O=C(C[C@@H]1CC[C@H]2[C@@H](COC[C@H](O)CN2Cc2nccs2)O1)NCc1ccccc1	-1.5
59	O=C(C[C@@H]1CC[C@@H]2[C@H](COC[C@H](O)CN2C(=O)c2cccnc2)O1)NCc1ccccc1	-0.8
60	CS(=O)(=O)Nc1ccc2c(c1)[C@@H]1C[C@H](CC(=O)NCc3cccnc3)O[C@@H](CO)[C@@H]1O2	-0.1

Later entries:
entry	SMILES	BioA inh
61	CO[C@H]1CN(C)C(=O)c2ccc(NC(C)=O)cc2OC[C@@H](C)N(C(=O)C2CCOCC2)C[C@@H]1C	-0.4
62	C[C@H]1CN([C@@H](C)CO)C(=O)c2cc(C#Cc3ccccn3)cnc2O[C@H]1CN(C)C(=O)c1ccccn1	-1.7
63	C[C@@H]1CN([C@@H](C)CO)C(=O)c2cc(NS(C)(=O)=O)ccc2O[C@H]1CN(C)C	2.2
64	C[C@@H]1CN([C@H](C)CO)C(=O)Cc2cc(NC(=O)CCCCCC(=O)Nc3ccccc3N)ccc2O[C@@H]1CN(C)Cc1ccncc1	-2.3
65	C[C@@H]1CN([C@@H](C)CO)C(=O)c2cccc(NC(=O)c3ccncc3)c2O[C@@H]1CN(C)C(=O)Nc1cccc2ccccc12	-1.5
66	CO[C@@H]1CN(C)C(=O)c2ccc(NC(=O)Nc3ccc4c(c3)OCO4)cc2OC[C@@H](C)N(C(C)=O)C[C@H]1C	-2.4
67	O=C(C[C@H]1C[C@H]2c3cc(NC(=O)c4ccc5c(c4)OCO5)ccc3O[C@H]2[C@H](CO)O1)NCCc1ccccc1	-1.4
68	C[C@@H]1CN([C@@H](C)CO)C(=O)Cc2cc(NC(=O)CCC(F)(F)F)ccc2O[C@@H]1CN(C)Cc1ccc(-c2ccccc2)cc1	0.1
69	C[C@@H]1CN([C@H](C)CO)C(=O)c2cc(-c3ccc(C#N)cc3)cnc2O[C@H]1CN(C)CC1CCOCC1	2.1
70	C/C=C/c1ccc([C@H]2[C@@H](CO)N[C@@H]2CN(C(=O)c2ccccc2F)C(C)C)cc1	-4.4
71	Cc1noc(C)c1S(=O)(=O)Nc1ccc2c(c1)C(=O)N([C@H](C)CO)C[C@@H](C)[C@@H](CN(C)Cc1ccc(Cl)c(Cl)c1)OCCCC[C@H](C)O2	-0.3
72	C[C@@H]1CN([C@H](C)CO)C(=O)c2cc(NC(=O)CCCN(C)C)ccc2O[C@H]1CN(C)S(=O)(=O)c1ccc(Cl)cc1	-2.1
73	CCCc1cn(CC[C@@H]2CC[C@H](NC(=O)Cc3cccnc3)[C@@H](CO)O2)nn1	1.8
74	C[C@@H](NC(=O)C[C@H]1C[C@@H]2c3cc(NS(C)(=O)=O)ccc3O[C@@H]2[C@H](CO)O1)c1ccccc1	-0.9
75	C[C@@H]1CN([C@H](C)CO)C(=O)c2cc(-c3ccc(C#N)cc3)cnc2O[C@@H]1CN(C)C(=O)CC1CC1	-1.1
76	C[C@H](CO)N1C[C@H](C)[C@@H](CN(C)S(=O)(=O)c2cccs2)Oc2ccc(NC(=O)Nc3ccc4c(c3)OCO4)cc2CC1=O	-1.0
77	C[C@@H]1CN([C@H](C)CO)C(=O)c2cc(C#CC3CCCCC3)cnc2O[C@@H]1CN(C)S(C)(=O)=O	1.5
78	C[C@H](CO)N1C[C@H](C)[C@H](CN(C)S(=O)(=O)c2cccc(F)c2)Oc2ncc(/C=C/c3ccccc3)cc2C1=O	-1.3
79	COc1ccc(NC(=O)Nc2cccc3c2O[C@H](CN(C)Cc2ccc(Cl)c(Cl)c2)[C@H](C)CN([C@H](C)CO)C3=O)cc1	0.3

Three entries already listed, arranged by length of the SMILES, low to high:
entry	SMILES	BioA inh
63	C[C@@H]1CN([C@@H](C)CO)C(=O)c2cc(NS(C)(=O)=O)ccc2O[C@H]1CN(C)C	2.2
70	C/C=C/c1ccc([C@H]2[C@@H](CO)N[C@@H]2CN(C(=O)c2ccccc2F)C(C)C)cc1	-4.4
61	CO[C@H]1CN(C)C(=O)c2ccc(NC(C)=O)cc2OC[C@@H](C)N(C(=O)C2CCOCC2)C[C@@H]1C	-0.4
